Peg3 imprint = genomic imprint erasure induction | mouse ES Peg3-LacZ reporter, beta-gal luminescence, 40 h | hit rate 0.02% among 110,000 | AID 1948 | Potency, µM (series often up to 60.7 µM), inactives show top-dose activity change, positive = activation, usual class: activators;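 also: 0% = negative control wells on the plate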
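Each well holds 300 Peg3LacZ-Neo (maternal) female ES cells incubated 40 h at 37C, 5% CO2. LacZ is measured by BetaGlo luminescence, with AC50 and maximum efficacy derived from dose-response curves.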
p53ts 32C tox = p53ts cell cytotoxicity, permissive temperature; Potency, µM (top dose mostly 46.1 µM), for the others: top-dose activity change, negative = cytotoxicity, most hits filed as cytotoxic; hit rate 0.93% among 130,000; H1299-p53A138V at 32C, ATP luminescence viability, 24 h;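 also: 0% = DMSO and -100% = full killing by reference compound; nearly all actives have a fitted effect of over 55% in size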
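Cells: H1299 p53ts (A138V), 600/well, pre-incubated 16–30 h at 37C. Cpd up to 46 uM, 24 h, 32C. Readout: ATPlite luminescence, 20 min RT. Normalization: DMSO vs tamoxifen 100 uM. AC50 by Hill equation.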
IkB signaling = IkB pathway inhibition in ABC-DLBCL cells; ABC-DLBCL IkBa-CBG/CBR dual luciferase ratio, 4 h; response scale: scaled: untreated 0%, proteasome inhibitor 100%; hit rate 0.04% among 110,000; Potency, µM (top dose mostly 57.1 µM), for the others: at the highest dose IkBa stabilization activation; active = well fitted curve in the direction sought with a large enough effect in the signal ratio, not every such curve was filed as active; inconclusive = small, poorly fitted or top-dose-only effect, or a change in a side signal; the % refers to the signal ratio;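 also: the direction sought is a rising ratio; 0% = basal untreated cells and 100% = reference inhibitor full response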
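Curves were fitted separately to fusion (green), unfused (red) and ratio luminescence, then classed by r2, magnitude and activity. Cells: OCI-Ly3, 4 h compound plus doxycycline at 37C; 10 uM MG-132 defined full response.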
p53ts 39C tox = p53ts cell cytotoxicity, nonpermissive temperature. Potency, µM (series often up to 46.1 µM), inactives show at the highest dose activity change, negative = cell killing, most hits filed as cytotoxic. hit rate 1.5% among 130,000. H1299-p53A138V viability at 39C, ATP luminescence, 24 h; also: nearly all actives have a fitted effect of over 55% in size
* hit, by the source's call; ? = inconclusive; · = no result given; & = joins results of further samples; [ ] = another dose, or the depositor's remark. Unless noted, calls follow the shape of the dose curve; as a rule, active = well fitted curve in the direction sought with a large enough effect; inconclusive = small, poorly fitted or top-dose-only effect, or another doubt; inactive = no such curve, though single readings can be large; an effect the other way counts as inactive or inconclusive. Unless noted, % is scaled to controls: 0 for no effect and ±100 for the full control effect; potency is read from the fitted curve at half-maximal effect.

SMILES	Peg3 imprint	p53ts 32C tox	IkB signaling	p53ts 39C tox
COc1ccccc1-c1noc(-c2ccc(NCc3ccccc3)c([N+](=O)[O-])c2)n1	-14%[10.9 µM]	-14%	-1.0%	-6%
CCc1nnc(NC(=O)c2ccc(COc3ccc(C)cc3)o2)s1	-5%	-7%	1.2%	-6%
CCOC(=O)c1ccc(NC(=O)Cn2nnc(-c3ccc(C(F)(F)F)cc3)n2)cc1	-18%[10.9 µM]	5%	-1.4%	20%
c1ccc(CN2CCN(c3ncnc4c3cnn4-c3ccccc3)CC2)cc1	-15%[10.9 µM]	-2%	-3.0%	-12%
O=c1[nH]cnc2ccccc12	-2%&-8%	10%	·	2%
COc1ccc(N(CC(=O)O)S(=O)(=O)c2ccc(OC)c(OC)c2)cc1	1%	4%	1.0%	-2%
CCC(=O)Nc1ccc2nc3c(=O)n(C)c(=O)n(C)c3nc2c1	-6%[10.9 µM]	6%	-0.2%	-3%
CCN1C(=O)/C(=C\N2CCCCCC2)SC1=S	-1%	-15%	1.0%	2%
CCOC(=O)C1CCN(CC(=O)Nc2c(C(=O)OC)[nH]c3ccccc23)CC1	-20%	-12%	1.0%	4%
COc1ccc2c(CC(=O)Nc3nnc(C4CC4)s3)coc2c1	6%	-3%	-1.9%	-15%
CCN(CC)S(=O)(=O)c1ccc(NC(=O)c2ccc(NS(C)(=O)=O)cc2)cc1	-16%	-6%	-3.6%	8%
CC(C)Cn1c(=O)c2ccccc2n2c(CCC(=O)Nc3ccc(F)c(F)c3)nnc12	24%[10.9 µM]	-2%	-0.2%	-5%
COc1ccc(-c2cn3c(n2)sc2cc(C(=O)NCCCN4CCCCCC4)ccc23)cc1	-7%[10.9 µM]	1%	1.4%	-20%
Cc1ccc(C(=O)/C=C2/NC(=O)CS2)cc1	·	-12%	·	-21%
COc1ccccc1N(C)S(=O)(=O)c1ccc(C(=O)OCC(=O)NCc2ccco2)cc1	-12%	3%	1.4%	-13%
CNC(=O)Cn1ncc2c(C)n(Cc3ccc(C)cc3)c(C)c2c1=O	·	0%	·	0%
Cc1oc(-c2ccc(Cl)cc2)nc1CS(=O)CC(=O)N1CCN(c2cccc(C(F)(F)F)c2)CC1 (configuration not stated)	6%[10.9 µM]	-10%	-6.0%	-10%
O=c1c2ccccc2sc2nc(C3CCCCC3)n(Cc3ccco3)c(=O)c12	-10%	3%	?	-9%
CCN(C(=O)Cn1nc(Cc2ccncc2)c2ccccc2c1=O)c1cccc(Cl)c1	23%[10.9 µM]	5%	0.6%	-5%
CC(C)(C)c1cc(CN(CCO)CCO)cc(C(C)(C)C)c1O	-6%	1%	0.6%	15%
O=C(c1cc2c(s1)CCCC2)N1CCN(C(=O)C2CCCO2)CC1 (configuration not stated)	-7%	-4%	1.7%	14%
CCc1ccccc1NC(=O)CN1C(=O)c2ccccc2Sc2ncccc21	-10%[10.9 µM]	5%	-1.6%	15%
Cc1ccc(Cl)cc1NC(=O)Nc1cccc(OCc2cc(=O)n3ccccc3n2)c1	6%[10.9 µM]	6%	?	19%
Cc1cc(C)nc(-n2nc(C)c3c2N(C)C(=O)CC3c2ccc(Cl)cc2)n1 (configuration not stated)	-3%[10.9 µM]	3%	0.2%	10%
COc1ccc(OC)c(Nc2cc(C)nc3ccccc23)c1	-13%	-20%	-0.8%	?
Cc1cccc(NC(=O)c2cnc3sc(N4CCCC4)nn3c2=O)c1C	-12%[10.9 µM]	1%	1.9%	-17%
CCOC(=O)N1CCN(Cc2nc3c(c(=O)[nH]c(=O)n3C)n2Cc2ccccc2C)CC1	3%	-16%	1.0%	-8%
CCCc1[nH]nc2c1C(c1ccc(OC)cc1OC)C(C#N)=C(N)O2 (configuration not stated)	-15%	6%	6.4%	-14%
O=S(=O)(c1cccc2ccccc12)N1CCN(c2ccc(Cl)c(Cl)c2)CC1	-9%[10.9 µM]	-7%	2.8%	-3%
Cc1ccc(CN(Cc2cccn2-c2nnc(N3CCCC3=O)s2)C(=O)Nc2ccccc2Cl)cc1	2%[10.9 µM]	12%	0.8%	-14%
Cc1ccc(/C=c2/sc3n(c2=O)CCCN=3)o1	·	-23%	·	-19%
O=S(=O)(c1ccc(S(=O)(=O)n2cnc3ccccc32)cc1)N1CCCCCC1	5%	-7%	0.6%	-4%
CC(=O)Oc1cc2c(c(C)c1OC(C)=O)CC=C1[C@]3(C)CC[C@]4(C)CC[C@@](C)(C(=O)O)CC4[C@]3(C)CC[C@]12C (some centres not stated)	-46%[inhibitor]	69%[activator]	·	89%[activator]
C(=N\c1nc2ccccc2n1CCN1CCOCC1)/c1cccs1	-21%	1%	7.0%	17%
CCCN1Cc2cccc(C(=O)Nc3ccc(N4CCN(CC)CC4)cc3)c2C1=O	-2%	1%	0.1%	-5%
CCn1cc2c(n1)-c1c(oc(C(=O)Nc3cccc(C)c3C)c1C)CC2	25%[10.9 µM]	23%	?	-23%
S=C(Nc1ccc(Oc2ccccc2)cc1)NC1CCCCCC1	·	?	·	-19%
CCOc1ccc(-n2nc3cc(C)c(NC(=O)c4cc(OCC)c(OCC)c(OCC)c4)cc3n2)cc1	8%[10.9 µM]	-3%	1.2%	10%
COc1cc(OC)cc(-c2nc(-c3cccc(C)c3)no2)c1	14%[10.9 µM]	-10%	4.9%	0%
Cc1nn(C(=O)COc2ccc(Cl)cc2)c(C)c1Sc1ccccc1	-9%[10.9 µM]	-4%	?	-1%

A few values from the results shown:
In p53ts 39C tox, C(=N\c1nc2ccccc2n1CCN1CCOCC1)/c1cccs1 has 17%
In IkB signaling, CCOc1ccc(-n2nc3cc(C)c(NC(=O)c4cc(OCC)c(OCC)c(OCC)c4)cc3n2)cc1 has 1.2%

(further entries)
SMILES	Peg3 imprint	p53ts 32C tox	IkB signaling	p53ts 39C tox
Cc1ccc(Cn2cnc3nc4c(cc3c2=O)CC(C)CC4)cc1 (configuration not stated)	-5%[10.9 µM]	-3%	?	-29%
Cc1ccc(N(CC(=O)Nc2cc(C)cc(C)c2)S(=O)(=O)c2cccc3nonc23)cc1	-7%[10.9 µM]	-1%	-2.1%	-7%
CCOC(=O)c1c(NC(=O)c2cc(Cl)ccc2Cl)sc2c1CCCC2	-8%[10.9 µM]	1%	11%	8%
Cc1ccc2nc(N3CCC(C(=O)N4CCN(c5cccc(C)c5C)CC4)CC3)[nH]c2c1	-6%[10.9 µM]	6%	?	-3%
COC(=O)Nc1ccc(S(=O)(=O)Nc2ccccc2F)cc1	-30%	0%	0.0%	-8%
S=c1nc(-c2ccccc2)n(CCCN2CCOCC2)c2c1CCCC2	-5%	4%	-0.7%	1%
O=S(=O)(NCCc1csc(-c2ccc(F)cc2)n1)c1ccc(F)cc1F	28%[10.9 µM]	-2%	?	-4%
Cc1c(Cl)cccc1-n1c(SCC(=O)NCc2ccccc2)nc2n[nH]c(C)c2c1=N	11%[10.9 µM]	-12%	?	-10%
Cc1ccc(Oc2c(C(F)(F)F)oc3c(CN4CCCCC4)c(O)ccc3c2=O)cc1	-10%[10.9 µM]	6%	1.0%	15%
CCCCN1C(=O)c2[nH]nc(-c3ccccc3O)c2C1c1ccc(OCc2ccccc2)cc1 (configuration not stated)	-9%[10.9 µM]	24%	?	13µM*
Cc1ccc(CNC(=O)Cn2ccn(-c3ccc(F)cc3)c(=O)c2=O)cc1	-13%[10.9 µM]	-7%	-1.2%	-1%
COc1ccccc1-c1noc(-c2ccc(N3CCOCC3)c([N+](=O)[O-])c2)n1	12%[10.9 µM]	-3%	0.6%	-6%
C=C1C(=O)C23C(O)C1CCC2[C@]12COC3(O)C(O)C1C(C)(C)CC[C@H]2O (some centres not stated)	-43%[inhibitor]	?	·	?
CN(Cc1ccccc1)C(=O)CCS(=O)(=O)c1cc(Br)cc2c1N(C(=O)C1CC1)CC2	-3%[10.9 µM]	11%	-0.9%	-7%
CCN(CC)CCn1c2ccccc2c2cnc(N=CN(C)C)c(C#N)c21	-19%	-7%	-4.2%	17%
CCc1cccc(C)c1NC(=O)CN1CCCN(Cc2ccc(C)cc2)S1(=O)=O	1%[10.9 µM]	0%	0.2%	2%
Cc1cccc(N2CCN(C(=O)CS(=O)(=O)c3cccc4nsnc34)CC2C)c1 (configuration not stated)	5%[10.9 µM]	6%	?	-22%
Cc1nc(N2CCN(C(c3ccccc3)c3ccccc3)CC2)nc2c1C(=O)CCC2	-7%	-2%	2.1%	19%
Cc1ccc(C(=O)Nc2ccc3c(c2)OCO3)o1	-85%[inhibitor]	10µM*	0.0%	?
Cc1ccccc1OCC(=O)Nc1ccc(N2CCN(S(C)(=O)=O)CC2)cc1	-2%	6%	1.2%	-7%

Some of these compounds in order of the Peg3 imprint value, descending:
structure | Peg3 imprint
Cc1ccccc1OCC(=O)Nc1ccc(N2CCN(S(C)(=O)=O)CC2)cc1 | -2%
S=c1nc(-c2ccccc2)n(CCCN2CCOCC2)c2c1CCCC2 | -5%
Cc1nc(N2CCN(C(c3ccccc3)c3ccccc3)CC2)nc2c1C(=O)CCC2 | -7%
CCN(CC)CCn1c2ccccc2c2cnc(N=CN(C)C)c(C#N)c21 | -19%
COC(=O)Nc1ccc(S(=O)(=O)Nc2ccccc2F)cc1 | -30%

Other entries:
SMILES	Peg3 imprint	p53ts 32C tox	IkB signaling	p53ts 39C tox
CCOC(=O)c1c(C)oc2nc(C)nc(NCc3ccc(F)cc3)c12	-8%[10.9 µM]	-9%	-0.3%	5%
COc1cc2c(cc1OC)C(CCN)=NCC2	-13%[10.9 µM]	-1%[9.22 µM]	0.7%[11.4 µM]	-6%[9.22 µM]
Fc1ccc(CSc2nc3ncccc3[nH]2)cc1	-56%[inhibitor]	?	-1.7%	?
Cn1c(C(=O)NCCCN2CCCCC2)cc2sccc21	·	-2%	·	-8%
Cc1n[nH]c(=O)nc1NCCN(C)C	-1%	9%	1.7%	6%
COc1ccc(Br)cc1CNC(=O)CSc1cc(=O)n(C)c2ccccc12	-7%[10.9 µM]	-4%	-0.4%	37%[activator]
O=C(c1cccc(F)c1)N1CCC2(CCN(Cc3ccncc3)CC2)CC1	·	2%	1.4%[11.4 µM]	2%
Cc1cc(=O)n(Cc2ccc(Cl)cc2)c2c1c(C)nn2-c1ccccc1	8%[10.9 µM]	9%	-2.4%	17%
Cc1ccc(-n2c(C)nc3c(cnn3-c3ccc(F)cc3)c2=O)cc1C	-2%	-2%	-1.6%	-5%
Cc1ccc(NC(=O)CN2C=NS(=O)(=O)c3ccccc32)c(C)c1	-14%[10.9 µM]	4%	-0.9%	-11%
CCN1CCN(C(c2ccc(C)cc2)c2sc3nc(-c4ccco4)nn3c2O)CC1 (configuration not stated)	7%[10.9 µM]	7%	1.0%	27%
COc1ccc(CC(=O)Nc2ccc(-c3nc4cc(C)ccc4o3)c(O)c2)cc1OC	-14%	-4%	-4.6%	-13%
CCOC(=O)C(C)Oc1cccc2c(=O)n(CC(=O)NCc3ccco3)ccc12 (configuration not stated)	-15%	?	3.9%	?
O=C(NCc1cccnc1)C1CC(c2ccc(F)cc2)=NO1 (configuration not stated)	-7%	-7%	-0.2%	7%
O=C(NCCCN1CCOCC1)c1csc2c1CCCC2	1%	6%	0.8%	8%
CCCCCCCCCCOC(=O)c1csc2nnsc12	·	-6%	·	11%
CN(C)c1ccc(NC(=O)CSc2nc3ccsc3c(=O)n2CCCCCC(=O)O)cc1	-7%[10.9 µM]	6%	1.2%	-17%
COc1ccc(S(=O)(=O)N(C)CC(=O)Nc2ccccc2C(F)(F)F)cc1OC	8%	-7%	0.6%	-15%
Cc1ccccc1Nc1nc(N)nc(CSCc2c(C)noc2C)n1	-11%	1%	2.4%	-5%
Cc1cc(C(=O)OCC(=O)Nc2ccc(S(=O)(=O)N3CCOCC3)cc2)c(C)o1	-12%	-5%	3.0%	-3%
CN(c1ccccc1)S(=O)(=O)c1nnc(NC(=O)C2CCCCC2)s1	-23%[10.9 µM]	7.9µM*	-1.1%	16µM*
Cc1cccc(N2CCN(c3ncnc4onc(-c5ccc(F)cc5)c34)CC2C)c1 (configuration not stated)	-9%[10.9 µM]	-2%	?	-10%
Cc1c(Cl)cccc1NC(=O)Cn1cnc(S(=O)(=O)N2CCCC2)c1	8%[10.9 µM]	-3%	-0.6%	-23%
Cc1ccc2onc(CNC(=O)NCc3cccc(Cl)c3)c2c1	11%[10.9 µM]	-11%	-0.9%	-13%
COc1ccc2cc(C3(C)NC(=O)NC3=O)ccc2c1 (configuration not stated)	-7%	3%	-1.3%	-10%

From PubChem BioAssay
